# p53 reactivator: re-activators of mutant p53; H1299 p53-A138V BP100-luciferase reporter, luminescence, 24 h; Potency, µM (series often up to 92.2 µM), for inactives: at the top dose activity change, positive = activation, hits mostly activators; 0.063% of 320,000 active; further: % of control where 0% means no effect; nearly all actives have a fitted effect of over 45% in size
#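 H1299 (p53-null), stable ts p53-A138V + BP100-Luc; 1000 cells/well, Opti-MEM/10% FBS; cpd 4 pt, 1:5; 24 h, 37 deg C, 5% CO2; detection reagent 10 min RT; luminescence.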
# FLuc counter: inhibits or activates purified firefly luciferase, miR-21 counter-screen; purified FLuc, Km substrates, luminescence inhibition; Potency, µM (titrated, usually from 57.5 µM), for inactives: at the highest dose activity change, negative = inhibition, actives largely listed as inhibitors; 6.9% of 360,000 active;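 further: plate controls were vehicle for no effect and reference inhibitor for full effect; nearly all actives have a fitted effect of over 55% in size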
#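 Biochemical qHTS of compounds, final roughly 60 µM downward over six points, against 10 nM purified firefly luciferase using Km concentrations of substrates (10 uM D-luciferin, 10 uM ATP) in Tris acetate pH 7.5 buffer; luminescence output.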
# MLL CXXC-DNA inh: blocks binding of human MLL CXXC domain to DNA | Q03164 | MLL-CXXC / FITC-HOXA9 DNA fluorescence polarization | Potency, µM (titrated, usually from 115 µM), inactives show at the top dose activity change, negative = inhibition, hits mostly inhibitors | 0.037% of 290,000 active | AID 2662; active means well fitted inhibition curve with a large enough effect in the polarisation, with a control signal flat, not every such curve was filed as active; inconclusive means small, poorly fitted or top-dose-only effect, or effect the other way, or a change in a side signal; inactive means no such curve, though single readings can be large or run the other way; the % refers to the polarisation
#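 Fluorescence polarization: 7 uM MLL-CXXC (stock) preincubated 5 min with compounds, then 50 nM fluorescein-HOX-A9 DNA (stock) added; 30 min ambient. Buffer 50 mM Tris-HCl pH 7.5, 50 mM NaCl, 1 mM DTT, 0.05% BSA.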
# BRCA1 expr act: BRCA1 expression activation. Potency, µM (doses to about 46.1 µM), inactives show at the top dose activation, actives largely listed as activators. AID 624202. 1.1% of 380,000 active. MCF7-BRCA1-FFLuc reporter, luminescence, 48 h; response scale: scaled: vehicle 0%, 10 µM genistein 100%; further: nearly all actives have a fitted effect of over 80% in size; some results filed as inactive show a strong effect at the top dose
#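 Luminescence from a BRCA1-driven firefly luciferase in MCF7 cells was the read-out, taken 15 min after substrate addition following 48 h compound exposure at 37 °C. Data were normalized to a 10 microM genistein control and DMSO vehicle.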
# uPA generation: cell surface uPA generation inhibition; cell surface uPA generation assay, qHTS; Potency, µM (doses to about 38.3 µM), for inactives: at the top dose activity change, negative = inhibition, most hits filed as inhibitors; 0.31% of 330,000 active; active means well fitted inhibition curve with a large enough effect; inconclusive means small, poorly fitted or top-dose-only effect; inactive means no such curve, though single readings can be large or run the other way; tested in mouse RAW 264.7 cells; further: on the % scale 0 is the no-effect control and ±100 the full control effect; nearly all actives have a fitted effect of over 55% in size
# ELG1 genotox: genotoxicity induction in ELG1-luciferase HEK293T cells; HEK293T ELG1-luciferase reporter, luminescence, 16 h; Potency, µM (top dose mostly 46 µM), inactives show at the highest dose activity change, positive = activation, most hits filed as activators; 1.3% of 330,000 active; AID 504466; further: % of control where 0% means no effect; nearly all actives have a fitted effect of over 60% in size
#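 Reporter readout depends on ELG1 protein level, which increases with genetic stress. After 16 hr compound exposure at 37 °C, luciferase activity was quantified using ONE-Glo.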
# RORgamma inh: blocks mouse ROR gamma transcriptional activity; P51450; Drosophila S2 Gal4-RORgamma UAS-luciferase reporter, 20 h; Potency, µM (titrated, usually from 53.6 µM), without a hit: top-dose activity change, negative = inhibition, actives largely listed as inhibitors; 5.4% of 310,000 active; further: on the % scale 0 is the no-effect control and ±100 the full control effect; nearly all actives have a fitted effect of over 60% in size
# Target sequence (P51450 whole entry, looked up, the tested form may be a part): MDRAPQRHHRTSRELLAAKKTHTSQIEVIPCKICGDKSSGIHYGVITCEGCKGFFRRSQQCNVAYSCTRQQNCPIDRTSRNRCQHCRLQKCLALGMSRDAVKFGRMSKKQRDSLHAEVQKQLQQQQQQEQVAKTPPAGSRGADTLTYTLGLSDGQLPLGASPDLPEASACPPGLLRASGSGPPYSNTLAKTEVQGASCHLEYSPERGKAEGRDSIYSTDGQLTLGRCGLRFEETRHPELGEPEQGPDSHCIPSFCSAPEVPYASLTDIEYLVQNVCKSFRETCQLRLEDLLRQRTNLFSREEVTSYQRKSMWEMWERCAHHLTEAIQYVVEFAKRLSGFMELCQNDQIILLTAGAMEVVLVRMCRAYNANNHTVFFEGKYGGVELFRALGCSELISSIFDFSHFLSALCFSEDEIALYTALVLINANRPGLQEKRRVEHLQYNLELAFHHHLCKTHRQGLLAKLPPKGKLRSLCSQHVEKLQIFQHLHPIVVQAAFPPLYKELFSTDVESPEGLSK
#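 Using a luciferase readout, inhibitors were identified by reduced reporter activity in Drosophila cells coexpressing a copper-inducible Gal4–ROR gamma fusion and UAS-driven Photinus luciferase, incubated 20 hr after 700 uM copper sulfate.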
# NPC1 promoter act: activates the NPC1 promoter | Huh7 NPC1 promoter luciferase reporter, 24 h | Potency, µM (titrated, usually from 9.22 µM), for the others: at the top dose activation, usual class: activators | 2.4% of 320,000 active | AID 485313;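 further: % of control where 0% means no effect; nearly all actives have a fitted effect of over 60% in size; reporter is driven by a mutant NPC1 promoter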
#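 Luminescence read-out of NPC1 promoter-driven luciferase in stably transfected Huh7 cells; compounds delivered in DMSO and left 24 h at 37C, 5% CO2, qHTS titration format.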
# MBNL1-CUG inh: MBNL1-poly(CUG) RNA binding inhibition. Q9NR56. TR-FRET MBNL1-His/biotin-(CUG)12 binding, 665/545 ratio. Potency, µM (doses to about 57.5 µM), for inactives: at the highest dose activity change, negative = inhibition, actives largely listed as inhibitors. 0.036% of 280,000 active; active means well fitted inhibition curve with a large enough effect in the signal ratio, with a control signal flat, not every such curve was filed as active; inconclusive means small, poorly fitted or top-dose-only effect, or effect the other way, or a change in a side signal; inactive means no such curve, though single readings can be large or run the other way; the % refers to the signal ratio; further: on the % scale 0 is the no-effect control and ±100 the full control effect
# Target sequence (Q9NR56 whole entry, looked up): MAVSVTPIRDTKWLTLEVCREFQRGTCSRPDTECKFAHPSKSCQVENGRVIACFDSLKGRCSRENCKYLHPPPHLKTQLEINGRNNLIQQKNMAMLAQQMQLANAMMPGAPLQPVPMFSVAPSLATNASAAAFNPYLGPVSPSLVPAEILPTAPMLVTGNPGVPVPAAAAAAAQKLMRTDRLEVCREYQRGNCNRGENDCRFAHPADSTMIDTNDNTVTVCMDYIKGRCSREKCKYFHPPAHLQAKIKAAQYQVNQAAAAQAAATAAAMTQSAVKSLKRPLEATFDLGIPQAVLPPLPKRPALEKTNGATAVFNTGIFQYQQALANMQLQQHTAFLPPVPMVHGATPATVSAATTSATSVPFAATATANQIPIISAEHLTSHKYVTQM
#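 His-tagged MBNL1 binding to biotinylated (CUG)12 RNA was measured by TR-FRET using terbium anti-His antibody (0.055 ng/ul final) and streptavidin-XL665 (5 nM final). Compounds were titrated 92 nM to 58 uM; 60 min at room temperature.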
# Gal4-VP16 FLuc: Gal4-VP16 reporter inhibition counter-screen. Drosophila S2 Gal4-VP16 UAS-luciferase, luminescence, 20 h. Potency, µM (doses to about 53.6 µM), for the others: at the highest dose activity, negative = inhibition, hits mostly inhibitors. 3.5% of 310,000 active. AID 2546;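 further: Gal4-VP16 expression switched on by copper sulfate through the metallothionein promoter; on the % scale 0 is the no-effect control and ±100 the full control effect; nearly all actives have a fitted effect of over 50% in size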
# Rab9 promoter act: activators of Rab9 promoter; 2.8% of 320,000 active; AID 485297; Huh7 Rab9 promoter-luciferase reporter, luminescence, 24 h; Potency, µM (top dose mostly 9.22 µM), without a hit: at the top dose activation, negative = inhibition, hits mostly activators; further: % of control where 0% means no effect; nearly all actives have a fitted effect of over 60% in size
#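 Huh7 cells stably carrying a Rab9 promoter-luciferase reporter, 1500 cells per well in OP-MEM I with 10% FBS, treated with compound 24 hours at 37C. Luciferase activity read by luminescence after 10 minutes with Amplite reagent.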
# * hit, by the source's call; ? = inconclusive; / = no result given; [ ] = remark or other dose. Unless noted, the call rests on the fitted dose curve; in most records, active means well fitted curve in the direction sought with a large enough effect; inconclusive means small, poorly fitted or top-dose-only effect, or another doubt; inactive means no such curve, though single readings can be large; an effect the other way counts as inactive or inconclusive. Potency means the concentration at half of the fitted maximal effect.
smiles	MLL CXXC-DNA inh	BRCA1 expr act	NPC1 promoter act	FLuc counter	p53 reactivator	MBNL1-CUG inh	Rab9 promoter act	RORgamma inh	Gal4-VP16 FLuc	uPA generation	ELG1 genotox
Cc1cccc(OCC(=O)NC2CCCCCC2)c1C	5.1%	37.8%	9.5%	-10.0%	6.1%	-1.8%	0.7%	10.7%	-7.1%	2.6%	1.5%
Cc1oc(C(C)(C)C)cc1C(=O)N1CCN(C(c2ccccc2)c2ccccc2)CC1	-1.8%	-17.7%	-1.6%	0.1%	4.3%	-11.8%	-1.3%	?	-19.0%	4.7%	-4.7%
O=C(O)C1C2C=CC(C2)C1C(=O)N1CCN(CCO)CC1 (configuration not stated)	2.0%	-1.7%	0.3%	0.9%	-3.8%	-3.8%	1.5%	9.4%	-1.1%	-1.2%	3.0%
O=C(CCNS(=O)(=O)c1ccc(Br)s1)NCc1ccccc1Cl	0.3%	-27.5%	-0.7%	-10.7%	-2.4%	-0.3%	-3.7%	25.1%	0.2%	-3.4%	-3.3%
CC(=O)NCC1CCCN(C(=O)c2oc3c(F)cccc3c2C)C1 (configuration not stated)	-8.2%	7.3%	2.0%	-1.7%	11.4%	-3.3%	0.2%	-12.3%	-10.1%	8.4%	3.6%
NC(=O)c1nsc(C(=O)N(c2ccccc2)C(C(=O)NC2CCCCC2)c2ccc(O)cc2)c1N (configuration not stated)	21.7%	-9.1%	11.0%	-0.5%	0.0%	19.7%	0.4%	25.1%	5.0%	5.6%	-5.6%
CC(=O)c1cccc(NS(=O)(=O)c2c(C)noc2C)c1	2.1%	-4.3%	1.6%	-1.7%	-4.1%	-8.9%	-3.5%	12.5%	-6.9%	2.1%	-0.7%
Cc1c(NC(=S)NC(=O)c2cc3ccccc3o2)cccc1C(=O)O	0.0%	105.6%	3.98µM*	?	-2.1%	?	1.78µM*	?	?	10.0%	-1.6%
COc1ccc(N(CC(=O)Nc2cccc(C(=O)O)c2)S(=O)(=O)c2c(C)noc2C)cc1	8.0%	5.5%	-4.4%	5.4%	0.9%	-0.6%	-6.0%	-6.8%	-3.0%	/	1.0%
Cc1ccc(S(=O)(=O)N2CCN(C(=O)CSC3CCCC3)CC2)c(C)c1	-3.8%	0.4%	0.2%	-1.6%	-7.6%	2.2%	-4.4%	-21.7%	-2.2%	-0.1%	-17.0%
Cc1nc(N)sc1-c1csc(N(C)c2ccc(O)cc2)n1	-0.4%	49.3%	?	4.78µM*	13.8%	9.9%	?	13.9%	28.5%	/	?
CCn1nnnc1NCc1cccn1C	1.1%	5.0%	-0.2%	-0.6%	3.5%	7.2%	1.0%	-15.3%	-4.9%	6.0%	1.9%
OC1CN=C2C=CC=CN2C1 (configuration not stated)	-7.9%	8.8%	-3.2%	2.2%	-2.9%	-13.2%	-2.2%	0.4%	-5.6%	16.3%	1.4%
CC(=O)Nc1nonc1NC(=O)COc1ccccc1	-7.5%	-27.9%	-1.2%	-1.5%	-1.1%	/	-5.8%	9.5%	7.6%	0.1%	-2.6%
O=C(NCCc1nc2ccccc2[nH]1)/C(=C/c1ccco1)NC(=O)c1ccco1	-6.9%	4.7%	-1.2%	-3.4%	-5.2%	-11.2%	-4.5%	-18.4%	1.4%	1.9%	-1.6%
COc1cccc(OC)c1C(=O)N=c1sc2cc(S(C)(=O)=O)ccc2n1C	2.2%	-13.7%	-4.1%	0.9%	0.4%	-2.1%	-0.3%	21.9%	-7.0%	-0.9%	0.0%
Cc1cccc(-c2oc3ccccc3c2C#CCCCCO)c1	-2.5%	-17.5%	-3.3%	-18.2%	14.7%	-1.4%	-3.6%	3.6%	1.7%	5.7%	0.5%
Cc1cccc2cc(CN(CCCN(C)C)C(=S)NCCc3ccccc3)c(=O)[nH]c12	17.4%	-36.0%	-2.8%	1.6%	-2.8%	-9.7%	-8.3%	-6.9%	5.0%	-5.9%	0.0%
CCOC(=O)C1CCN(Cc2c(O)ccc3ccccc23)CC1	0.9%	6.5%	0.0%	?	18.4%	10.9%	4.5%	1.1%	-2.7%	/	1.0%
CC12CCC(C(=O)N(CCC#N)CCC#N)(CC1=O)C2(C)C (configuration not stated)	3.8%	2.5%	-4.7%	0.0%[2.3 µM]	-9.5%	-2.3%	-3.6%	-4.8%	-6.5%	0.5%	0.2%
COc1ccc(-c2csc(N(CCc3ccccc3)C(=O)COc3ccccc3)n2)cc1	-4.5%	-3.2%	2.1%	-5.5%	-14.4%	-0.4%	-5.8%	-20.0%	5.5%	-2.2%	-2.0%
Cc1ccc(-n2c(SCC(N)=O)nc(O)cc2=O)cc1	-1.8%	-11.5%	0.4%	-0.3%	3.0%	-0.6%[11.5 µM]	-2.8%	-2.9%	-5.9%	-3.5%	0.4%
O=C(NCCC1=CCCCC1)c1cnsn1	0.2%	?	26.8%	?	?	-4.8%	?	27.8%	10.1%	2.8%	16.4µM*
CCOC(=O)c1c(NC(=O)CC)sc(C(C)=O)c1C	-8.3%	5.6%	-0.4%	7.6%	-1.6%	42.4%[activator]	3.5%	?	-2.4%	-4.5%	-5.5%
CCN1CCN(Cc2c(O)c(Cl)cc3c(C)cc(=O)oc23)CC1	-0.1%	1.3%	-0.8%	1.1%	3.4%	51.0%[activator]	3.9%	-24.2%	25.4%	2.0%	15.0%
O=C(NCC1CCCCC1)c1cccc(Br)c1	12.7%	59.0%	6.7%	?	14.9%	-0.3%	15.6%	-0.6%	-24.8%	-1.1%	10.3%
CS(=O)(=O)c1ccccc1-c1nc(-c2ccc(C(F)(F)F)cc2)no1	0.2%	13.8%	-0.6%	?	-3.7%	-9.0%	0.0%	?	?	7.2%	-0.1%
O=c1c2ccccc2nc(-c2ccco2)n1CCCn1ccnc1	-6.9%	6.5%	1.3%	-3.5%	18.9%	-0.3%	-4.0%	-8.1%	-5.5%	/	-0.2%
COc1cccc(C(=O)NN2CC(O)=C(c3nc(C)cs3)C2=N)c1	4.8%	-24.0%	-1.0%	-0.3%	0.4%	-8.9%	9.3%	11.3%	-2.8%	3.8%	-4.5%
CCCCCC(C)NC(=O)CN1C(=O)NC(C)(c2ccc3ccccc3c2)C1=O (configuration not stated)	2.6%	-19.6%	13.9%	?	10.5%	-1.9%	1.9%	5.01µM*	12.6µM*	11.0%	14.9%
CCCCOc1ccc(C(=O)NCC(=O)N2CCN(Cc3ccc4c(c3)OCO4)CC2)cc1	/	-32.5%	-2.0%	-6.0%	7.6%	/	-7.8%	/	/	-3.4%	-4.0%
O=C(CCc1nc2ccccc2c(=O)[nH]1)OCC(=O)N1CCN(S(=O)(=O)c2ccccc2)CC1	2.0%	10.2%	2.1%	-1.7%	0.0%	-5.1%	0.5%	2.9%	0.5%	5.7%	0.9%
COc1ccc(CN2CCC(C(=O)Nc3ccc(Oc4ccccc4)nc3)CC2)cc1F	0.8%	-40.0%	-21.1%	-1.8%	24.6%	-9.6%	-30.1%[inhibitor]	28.0%	?	-5.4%	4.0%
CCOC(=O)c1c(NC(=O)CSc2nc3ccccc3s2)sc(C)c1C	17.2%	-58.7%	-4.8%	-1.9%	-1.5%	-8.4%	-1.3%	-21.9%	-3.7%	-3.0%	-1.4%
O=C(c1cc2cc([N+](=O)[O-])ccc2s1)N1CCCCC1	11.5%	76.2%	1.3%	?	22.2%	/	18.5%	?	-3.6%	-12.2%	2.1%
N#CC1=C(SCC(=O)c2ccccc2)NC2=C(C(=O)CCC2)C1c1ccco1 (configuration not stated)	11.3%	-13.5%	-5.4%	-8.4%	?	?	3.5%	?	?	-8.5%	14.2%
COC(=O)c1ccc(C2=NOC(C)(c3sc(-c4ccccc4)nc3C)C2)cc1 (configuration not stated)	-1.8%	27.8%	2.1%	?	7.0%	6.6%	-0.5%	19.3%	-5.3%	14.5%	4.2%
COc1ccc(C(=O)Oc2cc(C(=S)N3CCOCC3)ccc2OC)cc1	25.7%	-0.3%	-4.9%	1.1%	-2.6%	-6.0%	0.3%	23.1%	15.0%	0.0%	-0.5%
O=C(NCCCn1ccnc1)c1cccc(S(=O)(=O)Nc2ccc(F)cc2)c1	/	-25.2%	-0.4%	3.8%	0.4%	/	-3.6%	/	/	0.8%	-1.0%
Cc1cc(C(=O)Nc2ccc(S(=O)(=O)N3CCCC3)cc2)no1	0.8%	-3.4%	-2.8%	3.5%	-2.4%	-0.3%	-1.6%	-15.1%	2.6%	3.0%	3.7%

# Assay outcomes: PubChem, National Center for Advancing Translational Sciences (NCATS)

# An excerpt. The share of hits here may be higher or lower than overall.
